High-throughput results (PubChem)
dFosB act: mouse delta FosB homodimer activation; activation, % at 25 µM; 0.99% of 340,000 active; purified delta FosB, TAMRA-CDK5 oligo fluorescence polarization; percent of positive-control signal above neutral wells;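 active = mean activation above about 17%, with every replicate also reaching it, limit read from the data, passing the limit was not always enough; inconclusive = only one of the two conditions met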;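 note: fluorescence polarization rise as delta FosB binds a TAMRA Cdk5 AP-1 oligo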
Target sequence (P13346 whole entry, looked up): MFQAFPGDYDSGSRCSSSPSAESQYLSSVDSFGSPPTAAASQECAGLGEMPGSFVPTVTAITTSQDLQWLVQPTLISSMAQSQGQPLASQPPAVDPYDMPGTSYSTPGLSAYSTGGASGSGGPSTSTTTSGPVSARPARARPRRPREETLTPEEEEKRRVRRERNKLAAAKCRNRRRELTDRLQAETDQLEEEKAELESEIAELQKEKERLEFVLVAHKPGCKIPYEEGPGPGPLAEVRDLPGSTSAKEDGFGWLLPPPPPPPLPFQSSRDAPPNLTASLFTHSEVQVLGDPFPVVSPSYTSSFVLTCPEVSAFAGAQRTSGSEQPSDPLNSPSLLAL
MITF act: increases MITF-driven TRPM1 promoter luciferase signal. SK-MEL-5 TRPM1-promoter luciferase, 24 h; % of positive control, neutral wells = 0. activation, % at 12.5 µM. 0.75% of 300,000 active. AID 588334;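 active = mean activation of at least 80% with every replicate also reaching 80%; inconclusive = mean reaches 80% but some replicate falls short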;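 note: 0% = neutral control wells and 100% = parthenolide positive control wells; values of inactives mirror those of a sister screen read the other way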
SR-BI HDL uptake: inhibitors of mouse SR-BI mediated HDL lipid uptake; Q61009; ldlA[mSR-BI] CHO cells, DiI-HDL uptake fluorescence, 3 h; inhibition, % at 12.5 µM; 0.96% of 320,000 active;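 active = mean replicate inhibition of at least 70% and a set share of replicates each scoring 70 or more; inconclusive = meets just one of the two criteria; inactive = fails both criteria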;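 note: 0% = median of neutral control wells and 100% = median of positive control wells; values of inactives mirror those of a sister screen read the other way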
HTR5A ag ctr: activates human HTR5A in OPRM1-OPRD1 agonist counter-screen. P47898. HTR5A agonist assay, luminescence, cell-based. activation, % at 9.3 µM. 0.61% of 340,000 active. AID 504692; in the data active = activation mostly above about 9.5%, no sharp cut-off; inactive = mostly below about 7.6%;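 note: 0% = cells with vehicle only and 100% = reference agonist; strong numbers were not always called active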
Target sequence (P47898 whole entry, looked up): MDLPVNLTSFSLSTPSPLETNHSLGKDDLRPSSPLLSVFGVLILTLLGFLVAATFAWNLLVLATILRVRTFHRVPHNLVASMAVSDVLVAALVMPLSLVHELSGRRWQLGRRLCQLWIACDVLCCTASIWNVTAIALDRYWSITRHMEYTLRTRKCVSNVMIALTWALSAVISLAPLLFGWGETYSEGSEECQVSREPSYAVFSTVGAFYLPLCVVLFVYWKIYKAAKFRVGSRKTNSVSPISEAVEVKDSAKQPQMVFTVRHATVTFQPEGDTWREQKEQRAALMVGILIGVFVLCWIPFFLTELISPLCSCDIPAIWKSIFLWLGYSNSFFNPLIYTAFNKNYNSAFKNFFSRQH
cardiac RTF act: increases calcium sensitivity of human cardiac regulated thin filaments. P19429+P45379. IANBD-labeled TnC RTF fluorescence at EC20 calcium; 0% EC20 calcium, 100% full calcium. activation, % at 7.2 µM. 0.24% of 340,000 active. AID 493008;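 active = activation above the mean over all tested compounds plus 3 SD, cut at about 30% in these data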;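 note: rise in fluorescence read as greater calcium sensitivity of cardiac thin filaments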
SR-BI DiI-HDL act: activators of SR-BI mediated HDL lipid uptake; CHO ldlA[mSR-BI] cells, DiI-HDL uptake fluorescence, 3 h; 100 = double the neutral-control signal; activation, % at 12.5 µM; 0.096% of 320,000 active;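 active = mean replicate activation of at least 60% and every replicate at or above 60%; inconclusive = mean or all-replicate condition met, but not both; inactive = mean below 60% and not all replicates reaching 60%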;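 note: 0% = median plate neutral-control signal and 100% = twice that signal; values of inactives mirror those of a sister screen read the other way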
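System: LDL receptor-deficient CHO ldlA cells overexpressing murine SR-BI | Timing: 3 h uptake period with compound, 37 °C | Medium: HEPES-buffered (25 mM, pH 7.4) F12 plus 0.5% BSA | Dosing: Single-point compound dose | Signal: Bottom-read fluorescence, 550/595 nm | Read-out: Retained DiI signal reflecting DiI-HDL uptake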
PvdQ inh: blocks Pseudomonas aeruginosa PvdQ acylase activity | purified PvdQ acylase, fluorescence plate reader | inhibition, % at 10 µM | 0.063% of 340,000 active | AID 488965; in the data active = inhibition above about 30%, passing the limit was not always enough; inconclusive = no clear call, values can overlap the other calls;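 note: 0% = vehicle neutral wells and 100% = reference inhibitor wells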
Wnt act: activators of Wnt/beta-catenin signaling; 1.2% of 300,000 active; activation, % at 9.35 µM; AID 743398; Wnt/beta-catenin reporter cell assay, activator, plate reader; in the data active = activation above about 30%, passing the limit was not always enough; inconclusive = no clear call, values can overlap the other calls;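 note: 0% = neutral control wells and 100% = positive control wells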
Rtt109 HAT inh: inhibitors of Candida albicans Rtt109/Vps75 histone acetyltransferase | Q5AAJ8 | purified Rtt109/Vps75, ThioGlo CoA-SH fluorescence, 4 h | inhibition, % at 34.9 µM | 0.16% of 330,000 active;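 active = inhibition of at least 50% in every replicate; inconclusive = best replicate reaches 50% inhibition but some replicates fall short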
Target sequence (Q5AAJ8 whole entry, looked up): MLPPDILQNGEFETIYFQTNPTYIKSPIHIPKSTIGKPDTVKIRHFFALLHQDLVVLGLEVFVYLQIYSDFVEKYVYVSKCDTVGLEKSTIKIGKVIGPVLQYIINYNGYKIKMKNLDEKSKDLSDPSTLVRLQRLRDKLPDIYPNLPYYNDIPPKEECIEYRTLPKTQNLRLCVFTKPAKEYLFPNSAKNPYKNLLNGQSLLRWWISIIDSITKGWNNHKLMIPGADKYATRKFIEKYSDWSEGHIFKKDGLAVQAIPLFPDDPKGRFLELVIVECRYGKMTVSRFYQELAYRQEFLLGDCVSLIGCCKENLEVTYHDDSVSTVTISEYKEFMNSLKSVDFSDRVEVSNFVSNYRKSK
CDK5 inh: blocks human CDK5/p35 kinase activity | Q00535+Q15078 | Recombinant CDK5/p35, ADP-Glo luminescence, 60 min | inhibition, % at 10 µM | 0.01% of 330,000 active;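 active = highest replicate inhibition of at least 50% and at least 75% of replicates reaching 50%; inconclusive = only one of the two criteria met; inactive = both criteria failed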;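 note: plate controls were DMSO neutral control for no effect and GW8510 at 10 µM for full effect; many of its hits are not listed in these tables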
Starred values were filed as active, the others as inactive; ? = inconclusive; . = not tested or not shown.

SMILES | dFosB act | MITF act | SR-BI HDL uptake | HTR5A ag ctr | cardiac RTF act | SR-BI DiI-HDL act | PvdQ inh | Wnt act | Rtt109 HAT inh | CDK5 inh
O=C(c1ccccc1)N1CCN=C1SCc1ccc([N+](=O)[O-])cc1 | -4.8 | -1.4 | 6.6 | 0.0 | 1.1 | -6.6 | -18.1 | . | 24.8 | -2.0
COc1cc(OC)cc(C(=O)NCc2cccnc2)c1 | -5.5 | -4.1 | -22.9 | 2.5 | -6.9 | 22.9 | -3.3 | -0.6 | 1.6 | 1.8
Cc1onc(C(=O)NCc2ccccn2)c1[N+](=O)[O-] | 1.7 | 4.1 | -21.4 | 1.7 | -1.4 | 21.4 | 3.4 | -3.6 | . | 0.5
CCCCn1c(C)nc2c(=O)n(C)c(=O)[nH]c21 | -3.5 | . | . | 2.1 | 3.9 | . | -14.3 | . | -7.6 | -2.2
O=C(CSc1nc(-c2ccccc2)ns1)N1CCOCC1 | -0.5 | 51.1 | 2.0 | -3.2 | -2.1 | -2.0 | 4.8 | 12.1 | 2.6 | 0.1
Cc1cc(OCc2ccc(C(=O)Nc3ccc(C(=O)O)cc3)o2)ccc1Cl | -0.8 | 13.1 | -12.7 | -2.6 | -5.3 | 12.7 | 1.7 | -0.6 | 2.7 | -0.3
Cc1ccccc1C(=O)NC(CC(C)C)C(=O)Nc1ccc(S(N)(=O)=O)cc1 (configuration not stated) | 0.1 | 0.4 | 7.2 | 3.2 | -2.5 | -7.2 | -0.1 | -2.3 | -3.1 | -1.5
NC(=O)Cn1nc([N+](=O)[O-])nc1Oc1ccccc1F | -2.0 | 3.2 | -1.5 | 3.1 | -2.8 | 1.5 | -16.2 | -0.6 | -1.9 | 1.6
O=C(Nc1oc2ccc(Cl)cc2c(=O)c1-c1ccc(F)cc1)c1ccco1 | -1.4 | -10.8 | -33.3 | 2.1 | -1.2 | 33.3 | -12.9 | 0.2 | -1.0 | -1.7
C=CCN1C=C/C(=C\C=C(C#N)C#N)c2ccccc21 | -2.5 | -9.9 | 28.8 | -11.6 | 0.1 | -28.8 | -6.1 | -2.8 | -0.4 | 0.1
Cc1cccc(N2CCN(S(=O)(=O)c3cn(C)cn3)CC2)c1C | -1.3 | -6.1 | -7.9 | 4.0 | -10.3 | 7.9 | 9.7 | -1.6 | 5.7 | 0.7
CCN1CCN(c2nc(Nc3ccc(C)c(C)c3)nc(N)c2[N+](=O)[O-])CC1 | 12.5 | 8.7 | 8.8 | 0.7 | -0.5 | -8.8 | -4.9 | -7.0 | 2.1 | 1.1
Cc1cc[n+](Cc2ccccc2)c(N)c1 | 3.3 | 19.9 | -13.6 | 14.4* | -1.7 | 13.5 | -11.5 | -1.1 | 2.5 | -4.9
CCC(CO)NCc1sccc1C (configuration not stated) | 2.5 | 1.6 | -19.5 | 6.0 | 1.4 | 19.5 | -14.7 | -1.4 | -5.1 | -1.1
CC1=NN(C)C(=O)C1Cc1c(F)cccc1Cl (configuration not stated) | -3.9 | . | -29.3 | -1.8 | 7.3 | 29.3 | -8.6 | -3.7 | -6.0 | 1.0
Cc1cc(C(=O)CSc2nnnn2C)c(C)n1CCc1ccc(F)cc1 | 14.5 | -0.2 | 32.6 | -0.1 | -1.2 | -32.6 | -15.9 | . | -12.0 | -2.3
N#CC1=C(N)N2C(=C(C#N)C13CCCCC3)SC1CCCCC12O (configuration not stated) | -5.4 | -9.2 | -9.3 | -6.1 | 2.5 | 9.3 | -9.8 | -5.9 | -1.9 | 1.4
Cc1cc(-c2nnc(SCC(=O)Nc3cccc(Cl)c3)n2N)n[nH]1 | ? | 1.8 | -7.4 | 2.8 | 8.1 | 7.4 | -12.9 | -1.2 | 2.4 | 1.6
CCc1nnc(NC(=O)CSc2n[nH]c(-c3ccccc3O)n2)s1 | -9.8 | 8.3 | -8.0 | 2.9 | -5.5 | 8.0 | -11.0 | -0.3 | 2.9 | -1.5
CN(c1nc2ccccc2[nH]c1=O)C1CCCCC1 | 3.0 | -0.2 | . | 3.3 | 6.6 | . | 4.5 | -0.3 | -20.4 | -0.5
O=S(=O)(c1ccccc1)N1CCC2(CC1)OCCO2 | 1.4 | 12.1 | -3.0 | -3.2 | 0.8 | 3.0 | -6.6 | -0.7 | -1.4 | 1.5
O=c1cc(-c2ccccc2)c2ccc(O)cc2o1 | -9.6 | 4.6 | -1.5 | 3.0 | 5.2 | 1.5 | 7.3 | -1.0 | -21.9 | -0.6
CC(C)(C)C(=O)/C=C1\NC(=O)CS1 | 1.6 | 4.5 | -19.1 | 1.9 | -0.8 | 19.1 | -9.6 | -0.2 | -1.3 | -1.4
O=C(Cc1nc2ccccc2[nH]1)c1cccc([N+](=O)[O-])c1 | -7.2 | 4.0 | . | -2.0 | -3.1 | . | 3.6 | 10.8 | -1.2 | 0.2
COc1ccc(OCC(=O)OC2CCCN(C)C2)cc1 (configuration not stated) | -6.1 | -11.9 | 0.9 | -2.6 | -1.1 | -0.9 | -10.6 | -0.8 | -5.6 | 0.3

(next part)
SMILES | dFosB act | MITF act | SR-BI HDL uptake | HTR5A ag ctr | cardiac RTF act | SR-BI DiI-HDL act | PvdQ inh | Wnt act | Rtt109 HAT inh | CDK5 inh
Fc1ccccc1COc1cccc2cccnc12 | -3.1 | 57.5 | -1.2 | 1.1 | -1.5 | 1.2 | 6.1 | 14.5 | 7.8 | 2.3
O=c1cc(-c2ccccc2Cl)oc2cc(O)cc(O)c12 | 6.3 | 40.1 | 20.4 | -1.4 | -5.0 | -20.4 | -3.8 | -2.4 | 6.6 | -1.0
CC(=O)N1c2c(cc(Br)cc2S(=O)(=O)N2CCCCC2)CC1C (configuration not stated) | -7.7 | -1.7 | -15.6 | -4.0 | -1.0 | 15.6 | -14.9 | -2.5 | -20.0 | 3.3
CCOC(=O)c1ccccc1NC(=O)COc1cc(=O)n(CC)c2ccccc12 | -7.1 | . | 10.4 | 0.0 | 6.3 | -10.4 | -5.7 | -4.3 | 2.8 | 0.8
COc1ccc(C(=O)NCC(=O)OCC(=O)NCCC2=CCCCC2)cc1 | -1.4 | 9.1 | -9.0 | -0.8 | -5.0 | 9.0 | 2.0 | -5.8 | -16.8 | 0.2
CC(=O)NC(CC(=O)NCCOc1ccccc1F)c1ccccc1 (configuration not stated) | 0.0 | 11.9 | -0.3 | 4.3 | 4.5 | 0.3 | -16.0 | 0.7 | 7.7 | 2.3
CCOC(=O)c1[nH]c2ccc(Cl)cc2c1NC(=O)c1nonc1C | 14.2 | -15.1 | 15.4 | 8.2 | -2.1 | -15.4 | -9.4 | . | 15.2 | -0.8
COCCn1c(SCC(=O)N2CCCCCC2)nc2c([nH]c3ccccc32)c1=O | -5.5 | -21.0 | -19.6 | 0.6 | 3.3 | . | -12.8 | -0.3 | 5.0 | -2.4
COc1ccc(N2CC(C(=O)Nc3c4c(nn3-c3ccccc3)CS(=O)(=O)C4)CC2=O)cc1 (configuration not stated) | -2.0 | 13.2 | -17.3 | -1.1 | 1.3 | 17.3 | 1.3 | 10.0 | -7.8 | -0.5
COc1ccc(-c2csc(Nc3ccc(C)cn3)n2)cc1 | -6.0 | 53.0 | 45.1 | 2.3 | -3.9 | -45.1 | -9.5 | 12.9 | -0.8 | 2.4
Cc1c(Cl)cnc(NC(=O)COC(=O)CNC(=O)c2ccccc2)c1Cl | -8.2 | -0.3 | -12.0 | 2.7 | -1.0 | 12.0 | -4.0 | -1.8 | -5.7 | -0.4
CSc1c2c(nc3ncnn13)CCC2 | 4.0 | 13.2 | -15.6 | 0.8 | -2.0 | 15.6 | -3.9 | 0.8 | -8.0 | -1.4
CC/C(=N\NC(=S)Nc1cccc(C)c1)c1ccccc1 | -4.4 | 30.3 | 18.1 | 0.1 | 1.3 | -18.1 | -2.6 | . | -1.3 | 1.2
O=C(O)c1ccc(N=NNc2cccc([N+](=O)[O-])c2)cc1 | -5.0 | 75.7 | -20.1 | -1.1 | 0.6 | 20.1 | 11.7 | ? | 21.7 | 1.8
C=CCNC(=O)/C(=C/c1ccc(Br)cc1)NC(=O)c1ccccc1OC | 2.1 | 1.4 | 18.6 | 0.2 | 3.6 | -18.6 | -1.1 | -7.4 | 6.5 | 0.8
CCc1ccc(NC(=O)C2CCCN(S(=O)(=O)c3cnc[nH]3)C2)cc1 (configuration not stated) | -0.5 | 3.6 | 6.0 | 3.5 | -3.7 | -6.0 | -19.8 | . | -3.3 | -2.8
Cc1cccc(C)c1NS(=O)(=O)c1c(C(=O)N2CCCCC2)c(C)n(C)c1C | -6.3 | 4.4 | . | 7.3 | -0.8 | . | -12.1 | -2.4 | -5.2 | -0.8
Cn1cccc1C(=O)NNC(=O)c1ccccc1Br | -0.3 | 51.6 | -6.4 | 3.8 | -5.3 | 6.4 | -3.3 | 13.3 | -9.9 | -8.3
O=C(Nc1ccc(Br)cc1)N1CCCC(O)C1 (configuration not stated) | -3.2 | 16.1 | -13.3 | -2.5 | 2.5 | 13.3 | 5.0 | 0.8 | . | 0.3
Cc1ccc(C)c(NC(=O)c2ccc3ccccc3n2)c1 | -4.3 | 27.1 | -2.0 | -2.3 | -0.7 | 2.0 | -0.6 | 26.8 | 0.7 | 0.3
CC(=O)Nc1ccc(S(=O)(=O)N2CCN(c3ccc(C)c(Cl)c3)CC2)cc1 | 1.2 | . | -2.8 | -0.2 | 6.3 | 2.8 | 16.2 | -5.7 | 3.9 | -2.5
Cc1nc(NC(=O)c2c(-c3ccccc3Cl)noc2C)sc1C | 2.5 | 4.3 | 7.3 | 0.3 | 4.0 | -7.3 | -3.2 | 0.3 | 1.5 | 0.0
O=c1c2[nH]c3ccccc3c2ncn1CCN1CCNCC1 | 6.4 | . | 0.6 | 1.5 | -2.6 | -0.6 | -0.4 | -0.1 | 5.1 | -2.1
CC(C)CNC(=O)C1CCN(c2ccc(S(=O)(=O)N3CCOCC3)cc2)CC1 | 1.0 | -0.5 | -21.0 | -0.2 | 4.1 | 21.0 | -9.9 | . | 2.9 | -0.5
COc1ccc(OC)c(S(=O)(=O)NCc2cn3cccc(C)c3n2)c1 | 2.3 | -4.8 | -19.0 | 9.1 | -1.4 | 19.0 | -0.4 | -4.2 | -3.8 | 0.8
Cn1cccc1Cc1nnc(SCC(=O)NCC2CCCO2)n1-c1ccc(F)cc1 (configuration not stated) | -1.0 | -2.0 | -3.1 | 2.2 | -2.4 | 3.1 | -8.8 | -3.6 | 5.6 | 0.8
Cc1nn(C)cc1S(=O)(=O)NC1CCCC1 | 5.6 | -3.9 | -20.3 | -0.6 | 1.5 | 20.3 | -14.6 | -7.0 | 2.4 | -2.1
COc1ccc(NC(=O)COC(=O)c2cccn2C)cc1S(=O)(=O)N1CCCCC1 | 3.4 | -5.6 | 13.8 | 7.5 | -19.5 | -13.8 | -1.3 | -0.7 | -3.3 | 2.9
